# KOR beta-arrestin-1 – KOR antagonists, beta-arrestin recruitment, cell-based, luminescence, uHTS (AID 1778). Kappa-type opioid receptor (Homo sapiens). KOR beta-arrestin recruitment, luminescence, antagonist mode; higher % means a stronger effect. 290,000 compounds, 0.091% hits. inhibition, % at 10 µM; hits with a dose series show IC50 in µM; note: strong numbers were not always called active
# KOR beta-arrestin-2 – KOR agonists, beta-arrestin recruitment, primary screen, cell-based, luminescence, uHTS (AID 1777) | KOR beta-arrestin recruitment, luminescence; higher % means a stronger effect | activation, % at 10 µM; hits with a dose series show EC50 in µM | 280,000 compounds, 0.02% hits; in the data active = activation above about 50%, passing the limit was not always enough; note: a part of the inactive calls stands beside numbers as strong as those of hits
# Myeloid diff MLP – induction of myeloid progenitor differentiation, primary screen, cell-based, flow cytometry, MLPCN library | ER-HoxA9 myeloid progenitors, lysozyme-GFP differentiation | calls only at 10 µM | 360,000 compounds, 1% hits | AID 624256, 2012;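 active = normalized GFP-positive differentiation at or above the plate's own cutoff, the solvent-only control mean plus 3 SD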;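 note: cells exposed to compound for four days before flow analysis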
# NOD2 inhibition – NOD2 signaling inhibitors, cell-based, luminescence, uHTS, HEK293 (AID 1566); HEK293 NOD2/NF-kB luciferase reporter, luminescence; higher % means a stronger effect; inhibition, % at 4 µM; hits with a dose series show EC50 in µM; 290,000 compounds, 0.63% hits; note: many of its hits are not listed in these tables
# NOD1 NF-kB reporter – NOD1 signaling inhibitors, primary screen, cell-based, luminescence, uHTS (AID 1578); NOD1-driven NF-kB luciferase reporter cells, luminescence; higher % means a stronger effect; inhibition, % at 4 µM; hits with a dose series show EC50 in µM; 290,000 compounds, 1% hits; in the data active = inhibition mostly above about 36%, no sharp cut-off; inactive = mostly below about 34%;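 note: HEK-293T reporter cells stimulated with the NOD1 agonist gamma-tri-DAP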
# LYP inhibition – inhibitors of LYP phosphatase, biochemical, fluorescence intensity, uHTS (AID 1779) | 290,000 compounds, 0.054% hits | Tyrosine-protein phosphatase non-receptor type 22 (Homo sapiens) | one-dose inhibition, % at 11.5 µM; IC50 in µM for titrated hits | recombinant LYP phosphatase, fluorescence intensity; higher % means a stronger effect;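 note: plate controls were vehicle with enzyme for no effect and no enzyme for full effect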
# Siah-1 displacement – Siah-1 peptide-binding antagonists, primary screen, biochemical, fluorescence polarization, rhodamine-plectin, uHTS (AID 1817); E3 ubiquitin-protein ligase SIAH1 (Homo sapiens); Siah-1 / rhodamine-plectin peptide fluorescence polarization; higher % means a stronger effect; one-dose displacement, % at 20 µM; IC50 in µM for titrated hits; 290,000 compounds, 0.02% hits;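 active = displacement of at least 50% at 20 µM, with a fluorescence ratio check between 0.3 and a set limit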;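 note: plate controls were Siah plus tracer with DMSO for no effect and tracer alone without Siah for full effect; strong numbers were not always called active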
# PhoP inhibition – inhibitors of PhoP regulon expression, primary screen, Salmonella Typhimurium, GFP reporter (AID 1863). 300,000 compounds, 0.16% hits. inhibition, % at 50 µM, or IC50 in µM where a hit was titrated. S. Typhimurium PhoP-regulated promoter GFP reporter, 4 h; higher % means a stronger effect;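 active = inhibition over 29.93%, a cutoff 3 SD above the screen mean, later confirmed by dose response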;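 note: 0% = low Mg2+ inducing control and 100% = high Mg2+ repressing control; strong numbers were not always called active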
# HIV peptide binding – inhibitors of HIV fusion peptide binding, primary screen, biochemical, uHTS, fluorescence dequenching (AID 1986); 290,000 compounds, 0.3% hits; cell-free peptide binding, fluorescence dequenching, 30 min; higher % means a stronger effect; inhibition, % at 20 µM; hits with a dose series show IC50 in µM; in the data active = inhibition mostly above about 52%, no sharp cut-off; inactive = mostly below about 76%; note: some results filed as inactive read as strong as hits
# Myeloid diff MLP GFP+ MAC1+ % – further read-out of Myeloid diff MLP, marked with its call; GFP+ MAC1+ double positive, %; measured here: differentiation confirmed by MAC1 staining
# Starred values were filed as active, the others as inactive; i = inactive; x = no result given; [ ] = remark or other dose. Cut-off read from the data, not from the text of the source, unless noted: active = inhibition above about 50%; inactive = the rest.
SMILES,KOR beta-arrestin-1,KOR beta-arrestin-2,Myeloid diff MLP,Myeloid diff MLP GFP+ MAC1+ %,NOD2 inhibition,NOD1 NF-kB reporter,LYP inhibition,Siah-1 displacement,PhoP inhibition,HIV peptide binding
CC(C)Oc1ccc(C(=O)Nc2nnc(SCC(=O)N3CCOCC3)s2)cc1,20%,-5.8%,i,0.6,-111%,13%,-3%,15%,7%,-1.8%
O=C(N=C1SC2CS(=O)(=O)CC2N1Cc1ccccc1Cl)C1CCCO1 (stereo not drawn),-1%,0.0%,i,1.4,-7%,-18%,0%,6%,-9%,1.0%
S=C(NCc1cccnc1)Nc1ccc(Oc2ccccc2)cc1,-18%,0.5%,i,0.2,13%,-36%,9%,3%,2%,0.6%
COc1ccc(OC)c(C(C(=O)NC2CCCCC2)N(C(=O)c2snc(C(N)=O)c2N)c2ccccc2OC)c1 (stereo not drawn),6%,8.0%,i,0.6,6%,8%,-2%,-5%,2%,-0.2%
Cc1ccc(NC(=O)C2CCCN(c3cnccn3)C2)c(C)c1 (stereo not drawn),-9%,-1.1%,i,1.7,5%,10%,-10%,-7%,-11%,-1.7%
COc1ccccc1CN(C)C(=O)C1COc2ccccc2O1 (stereo not drawn),23%,-2.6%,i,1.2,-4%,-42%,0%,2%,-7%,1.0%
Cc1ccc(OCC(=O)N2CCN(C(=O)c3ccco3)CC2)cc1,-1%[20 µM],-3.9%,i,0.5,1%,-26%,-3%,3%,0%,0.1%
CC1(c2ccccc2)NC(=O)N(CC(=O)NNC(=O)c2ccccc2)C1=O (stereo not drawn),-20%,1.5%,i,0.0,6%,-21%,-14%,0%,-8%,1.8%
O=C(Nc1ccc(N2CCOCC2)cc1)c1cc(-c2ccncc2)nc2ccccc12,-10%,-1.6%,i,0.5,17%,3%,5%,-4%,-12%,-0.3%
Cc1ccc(NS(=O)(=O)c2ccc(NC(=O)c3ccc(Br)o3)cc2)c(C)c1,23%,-0.1%,i,0.9,2%,28%,1%,6%,13%,-1.0%
O=C1[C@@H]2Cc3c([nH]c4ccccc34)CN2C(=O)CN1CCCO,0%,-3.7%,i,1.0,4%,-13%,-5%,1%,14%,0.8%
O=C(CCNC(=O)c1ccc([N+](=O)[O-])cc1)Nc1nccs1,-6%[20 µM],-1.8%,i,0.2,12%,-18%,-5%,2%,7%,-1.8%
Cc1ccc(N2CC(C(=O)Nc3nnc(SCC(N)=O)s3)CC2=O)cc1C (stereo not drawn),-17%,-2.5%,i,0.9,8%,-21%,-3%,-6%,3%,0.2%
Cc1ccc(C(CC(=O)NCCCN(C)C)c2ccc(OC(C)C)cc2)cc1 (stereo not drawn),9%,x,i,0.3,12%,5%,-8%,-3%,5%,-1.6%
O=C(NC(=S)N1CCN(c2ccc(O)cc2)CC1)c1cccs1,19%,8.1%,i,1.9,-7%,-8%,-1%,0%,-12%,-1.6%
COc1cc(C(=S)N2CCOCC2)ccc1OS(=O)(=O)c1ccc(C)cc1,-27%[20 µM],1.2%,i,0.6,21%,14%,-11%,2%,5%,1.1%
COCCNC(=O)Cn1cnc2sc(C)c(S(=O)(=O)N3CCC(C)CC3)c2c1=O,-8%,3.1%,i,0.8,10%,-16%,2%,3%,0%,-0.6%
CC1=C(C#N)C2(O)C(=O)c3ccccc3C2(O)N1 (stereo not drawn),4%,-3.9%,i,0.3,6%,-44%,-4%,6%,-4%,0.0%
Cc1ccc(CNC(=O)c2cc(C)nn2-c2ccccc2)cc1,17%,-2.2%,i,1.0,19%,0%,-4%,16%,-10%,0.8%
COC(=O)C1=C(C)N(c2ccc(F)c(Cl)c2)C(=O)C1,-2%,1.2%,i,0.4,-4%,-19%,-3%,-3%,-7%,2.4%

# Filtered by structure: the entries above with an aryl methoxy group (3)
SMILES,KOR beta-arrestin-1,KOR beta-arrestin-2,Myeloid diff MLP,Myeloid diff MLP GFP+ MAC1+ %,NOD2 inhibition,NOD1 NF-kB reporter,LYP inhibition,Siah-1 displacement,PhoP inhibition,HIV peptide binding
COc1ccc(OC)c(C(C(=O)NC2CCCCC2)N(C(=O)c2snc(C(N)=O)c2N)c2ccccc2OC)c1 (stereo not drawn),6%,8.0%,i,0.6,6%,8%,-2%,-5%,2%,-0.2%
COc1ccccc1CN(C)C(=O)C1COc2ccccc2O1 (stereo not drawn),23%,-2.6%,i,1.2,-4%,-42%,0%,2%,-7%,1.0%
COc1cc(C(=S)N2CCOCC2)ccc1OS(=O)(=O)c1ccc(C)cc1,-27%[20 µM],1.2%,i,0.6,21%,14%,-11%,2%,5%,1.1%

# Following part.
SMILES,KOR beta-arrestin-1,KOR beta-arrestin-2,Myeloid diff MLP,Myeloid diff MLP GFP+ MAC1+ %,NOD2 inhibition,NOD1 NF-kB reporter,LYP inhibition,Siah-1 displacement,PhoP inhibition,HIV peptide binding
O=C(Cn1c(=O)oc2cc(S(=O)(=O)N3CCCC3)ccc21)NCc1ccccn1,-37%,-3.0%,i,0.9,4%,16%,0%,0%,1%,-1.0%
CCOc1ccc2nc(N3CCOCC3)nc(C)c2c1,8%,-1.3%,i,1.0,-33%,-20%,-3%,-4%,-2%,0.5%
O=C(CC(c1ccc(F)cc1)c1ccco1)N1CCCC1 (stereo not drawn),27%,3.0%,i,0.5,-8%,-12%,1%,0%,-10%,-1.8%
O=C(CCOc1ccccc1)Nc1ccnn1C1CCN(Cc2ccc(F)cc2)CC1,8%,2.5%,i,6.1,3%,9%,-5%,-7%,-2%,-1.3%
COCCCn1c(=N)c(C(=O)NCC2CCCO2)cc2c(=O)n3ccccc3nc21 (stereo not drawn),-19%,2.9%,i,1.2,-10%,12%,-44%,-1%,1%,-0.6%
Cc1nc2ncc(Br)cc2[nH]1,-4%,-1.2%,i,1.3,14%,-4%,-7%,-7%,2%,-3.0%
COC(=O)c1ccccc1SC(CC(=O)c1ccccc1)c1ccc(F)cc1 (stereo not drawn),3%,3.9%,i,0.5,15%,-14%,0%,0%,-3%,0.5%
Cc1ccc(-c2nnn(CC(=O)NCc3ccccc3)n2)c(-n2cnnn2)c1,11%,2.5%,i,0.8,12%,-15%,2%,-9%,9%,3.5%
O=C(O)c1nn(CC(=O)N2CCN(S(=O)(=O)c3ccc(Cl)cc3)CC2)c(=O)c2ccccc12,4%,4.0%,i,0.5,10%,-9%,0%,-2%,-7%,0.3%
CC(=O)c1sc(NC(=O)CCNC(=O)c2ccco2)nc1-c1ccccc1,-10%,6.8%,i,0.0,22%,2%,-4%,-6%,-5%,-1.7%
COC(=O)CSc1nnc(COc2ccc3ccccc3c2)o1,-28%,-1.8%,i,0.4,-8%,-70%,-8%,2%,-5%,0.7%
CN1CCN(c2ccc(NC(=O)COc3ccc(Cl)cc3Cl)cc2)CC1,-45%,-2.5%,i,3.0,4%,10%,-5%,-3%,-11%,-0.5%
CCOC(=O)N1CCN(C(=O)CSc2nnc(Cc3ccccc3)o2)CC1,6%,-2.9%,i,1.3,5%,-16%,-4%,10%,-14%,-1.1%
N#C/C(=C/c1ccc2c(c1)OCO2)C(=O)NCCc1c[nH]c2ccccc12,-29%,1.6%,i,4.1,1%,-20%,-8%,3%,9%,0.9%
O=C(Cn1cccn1)N1CCCC(Nc2ccc(F)c(F)c2)C1 (stereo not drawn),31%,-4.4%,i,0.8,13%,-16%,-10%,-6%,11%,-1.9%
O=C(O)CCC(=O)NNc1ccccc1[N+](=O)[O-],-2%,4.6%,i,0.2,15%,-9%,-6%,-4%,2%,2.3%
CC(=O)Nc1cccc(C(=O)NCC2(N3CCCCC3)CCCCC2)c1,-26%,2.8%,i,0.1,-5%,-32%,-7%,2%,-3%,2.2%
Cc1ccc2[nH]c(=O)c(CN(Cc3cccs3)C(=S)NCc3ccco3)cc2c1,13%,5.9%,i,0.6,-13%,-23%,7%,-3%,-2%,8.5%
COc1ccccc1N1CCN(CCCCOc2c(OC)cccc2OC)CC1,-1%,6.3%,i,0.2,19%,-4%,-8%,2%,-3%,1.8%
COc1ccc(NS(=O)(=O)c2ccc(-c3coc(C)n3)cc2)cc1,-44%,-0.9%,i,6.0,30%,5%,-3%,-5%,3%,-0.9%

# Arranged by count of non-hydrogen atoms (descending): three of the compounds above
SMILES,KOR beta-arrestin-1,KOR beta-arrestin-2,Myeloid diff MLP,Myeloid diff MLP GFP+ MAC1+ %,NOD2 inhibition,NOD1 NF-kB reporter,LYP inhibition,Siah-1 displacement,PhoP inhibition,HIV peptide binding
O=C(CCOc1ccccc1)Nc1ccnn1C1CCN(Cc2ccc(F)cc2)CC1,8%,2.5%,i,6.1,3%,9%,-5%,-7%,-2%,-1.3%
N#C/C(=C/c1ccc2c(c1)OCO2)C(=O)NCCc1c[nH]c2ccccc12,-29%,1.6%,i,4.1,1%,-20%,-8%,3%,9%,0.9%
CC(=O)Nc1cccc(C(=O)NCC2(N3CCCCC3)CCCCC2)c1,-26%,2.8%,i,0.1,-5%,-32%,-7%,2%,-3%,2.2%

# (continued)
SMILES,KOR beta-arrestin-1,KOR beta-arrestin-2,Myeloid diff MLP,Myeloid diff MLP GFP+ MAC1+ %,NOD2 inhibition,NOD1 NF-kB reporter,LYP inhibition,Siah-1 displacement,PhoP inhibition,HIV peptide binding
COc1cc(C#N)c(NS(=O)(=O)c2ccc3[nH]c(=O)sc3c2)cc1OC,-57%,2.1%,i,0.4,-4%,8%,-11%,3%,-2%,2.0%
CCCCCCC(=O)NNC(=O)c1c(O)c2ccccc2n(CC)c1=O,5%,0.9%,i,0.1,8%,-6%,-3%,-6%,-1%,1.3%
O=C(NC1CCSC1=O)c1cccc(Cl)c1 (stereo not drawn),-38%,-6.7%,i,0.2,5%,-14%,-4%,-5%,-8%,-1.2%
O=C(CCNC(=O)C1CCN(S(=O)(=O)c2ccc(F)cc2)CC1)Nc1nccs1,-14%,1.6%,i,2.3,11%,-18%,-11%,6%,-3%,2.0%
COC(=O)C(C)Sc1nc2c(cnn2-c2ccccc2)c(=O)[nH]1 (stereo not drawn),-12%,4.8%,i,2.2,6%,10%,-8%,-6%,3%,-2.6%
Cc1c(Br)cccc1NC(=O)c1sccc1-n1cccc1,-35%,-3.3%,i,0.4,16%,5%,-3%,0%,6%,-0.9%
CC1CCCC(NC(=O)COC(=O)[C@@H](NC(=O)c2ccco2)C(C)C)C1C (stereo partly drawn),-33%,-0.8%,i,0.2,-4%,-35%,0%,14%,-11%,-1.3%
Cc1cc(C)n(-c2ccc(NC(=O)C3CCCCN3Cc3cccc4c3OCO4)cc2)n1 (stereo not drawn),-28%,2.7%,i,0.6,2%,4%,-9%,-1%,x,-2.0%
CCNc1nc(NCC)n2c(SCc3ccc(F)cc3)nnc2n1,-6%,2.2%,i,0.9,-8%,-27%,2%,5%,-5%,0.9%

# Compound activity: PubChem, several laboratories

# A portion of the library, so the mix of outcomes need not match the whole.
